FBPA Giardia inh: blocks Giardia fructose-bisphosphate aldolase activity. 290,000 tested, 0.71% active. AID 2451. Potency, µM (series often up to 59.6 µM), for inactives: top-dose activity, negative = inhibition, most hits filed as inhibitors. A8B2U2. purified Giardia FBPA; further: potency means the concentration at half of the fitted maximal effect; on the % scale 0 is the no-effect control and ±100 the full control effect; nearly all actives have a fitted effect of over 55% in size
Target sequence (A8B2U2 whole entry, looked up): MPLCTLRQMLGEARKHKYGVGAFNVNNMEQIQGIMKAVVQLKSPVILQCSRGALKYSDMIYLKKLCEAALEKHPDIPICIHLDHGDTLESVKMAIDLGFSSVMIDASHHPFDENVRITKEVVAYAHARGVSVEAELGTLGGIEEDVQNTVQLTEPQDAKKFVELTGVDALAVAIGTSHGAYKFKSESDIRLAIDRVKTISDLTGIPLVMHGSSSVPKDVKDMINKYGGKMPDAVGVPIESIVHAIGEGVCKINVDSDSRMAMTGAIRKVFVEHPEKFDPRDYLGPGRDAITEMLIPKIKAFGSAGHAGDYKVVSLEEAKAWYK
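40 nM FBPA preincubated 10 min at RT with compound (up to 57.5 uM final), then substrate plus GAPDH/TPI/NAD/arsenate coupling and diaphorase/resazurin added. Fluorescence read after 20 min at RT, 525/598 nm.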
Pf growth 96h: inhibits malaria parasite growth, 96 h | P. falciparum luciferase reporter growth, 96 h | Potency, µM (top dose mostly 28.7 µM), for the others: at the highest dose activity change, negative = inhibition, hits mostly inhibitors | 320,000 tested, 6.9% active; further: potency means the concentration at half of the fitted maximal effect; on the % scale 0 is the no-effect control and ±100 the full control effect
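P. falciparum expressing integrated firefly luciferase grown in erythrocytes (2% hematocrit, 0.05% parasitemia final) with compounds for 96 hours at 37 C, 5% CO2. Growth inhibition read as loss of luminescence after adding luciferase detection reagent.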
Pf growth 48h: P. falciparum growth inhibition at 48 hours (one generation). 310,000 tested, 5.9% active. P. falciparum luciferase growth in erythrocytes, 48 h. Potency, µM (titrated, usually from 28.7 µM), for inactives: at the top dose activity change, negative = inhibition, hits mostly inhibitors; further: potency means the concentration at half of the fitted maximal effect; on the % scale 0 is the no-effect control and ±100 the full control effect
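A one-generation exposure of luciferase-tagged malaria parasites in RPMI 1640/Albumax erythrocyte culture, 37 C and 5% CO2. Inhibition is inferred from decreased luminescence after adding detection reagent.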
Cycloheximide cs: affects cycloheximide protein synthesis inhibition readout, counter-screen; cell reporter, cycloheximide protein synthesis inhibition counterscreen; max response, %; 300,000 tested, 12% active; AID 2314; in the data active means max response mostly above about 13%, no sharp cut-off; inactive means mostly below about 14%; further: read at 38.3 µM for the half of the compounds with a filed dose; 0% is about no effect
Shiga inhibitor: inhibitors of Shiga toxin in Vero cells; 290,000 tested, 9.2% active; AID 2315; Vero cells, Shiga toxin protein synthesis inhibition reporter; inhibition, % at 38.7 µM; in the data active means inhibition mostly above about 28%, no sharp cut-off; inactive means mostly below about 43%; further: 0% is about no effect
Sm TGR inh: S. mansoni TGR enzyme inhibition. Q962Y6. AID 485364. Potency, µM (highest dose often 114 µM), for inactives: at the top dose activity change, negative = inhibition, hits mostly inhibitors. purified TGR, DTNB reduction, TNB absorbance 405 nm. 360,000 tested, 3% active; further: potency means the concentration at half of the fitted maximal effect; on the % scale 0 is the no-effect control and ±100 the full control effect; nearly all actives have a fitted effect of over 60% in size
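Kinetic colorimetric format: TGR-catalysed, NADPH-driven DTNB reduction monitored via TNB absorbance. Enzyme dispensed at 20 nM; compound exposure 15 min at room temperature before reaction start.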
The depositor's hits bear a star; i = inactive; ? = inconclusive; · = no result given; & = joins results of further samples; [ ] = another dose, or the depositor's remark. Unless noted, the call rests on the fitted dose curve; in most records, active means well fitted curve in the direction sought with a large enough effect; inconclusive means small, poorly fitted or top-dose-only effect, or another doubt; inactive means no such curve, though single readings can be large; an effect the other way counts as inactive or inconclusive.

Second line of a record: FBPA Giardia inh	Pf growth 96h	Pf growth 48h	Cycloheximide cs	Shiga inhibitor	Sm TGR inh
CCOC(=O)c1c(NC(=S)NCCc2ccccc2)sc2c1CC(C(C)C)OC2 (configuration not stated)
    -2%	?	5%	0	-4	7%
CN(C)S(=O)(=O)Nc1cccc(-c2cn3c(n2)SCC3)c1
    10%	20%	7%	-3	2	-20%
CC1(C)CC(NC(=O)c2cccc(F)c2)CC(C)(C)N1
    -6%	-25%	0%	0	2	2%
O=C1NC(=O)C(CCc2ccncc2)(CCc2ccncc2)C(=O)N1C1CCCCC1
    -3%	50%[activator]	?	-1	23	-2%
Cc1ccc(C(=O)NCC(=O)OCC(=O)NCCc2ccccc2)s1
    1%	20%	7%	-2	-11	11%
O=C(Nc1ccc2c(c1)C(=O)NC2=O)c1ccccc1
    -19%	62%[activator]	31%[activator]	-2	1	1%
CCOC(=O)C(C)OC(=O)C1=C(C)NC(=O)NC1c1ccc2c(c1)OCO2 (configuration not stated)
    -6%	?	-14%	-2	12	-2%
CC(=O)N(CCC1(C(C)C)CCOC(C)(C)C1)Cc1ccco1 (configuration not stated)
    8%	-27%	?	-4	17	-25%
C#CCN(C)CC/C=C1\c2ccccc2CSc2ccccc21
    -8%	?	13µM*	1	13	3%
COc1cc(NS(=O)(=O)c2ccc(NC(=O)c3ccc(C)o3)cc2)nc(OC)n1
    ?	9%	20%	5	10	8%
O=C(/C=C/c1ccc(F)cc1)Nc1ccc2[nH]c(=O)[nH]c2c1
    0%	83%[activator]	30%	1	9	-4%
COC(=O)c1ccc(/C=N/N2CCN(Cc3ccc(Cl)cc3)CC2)cc1
    1%	1%	3%	-1	18	3%
CNC(=O)c1ccsc1NC(=O)c1sc2ccccc2c1Cl
    -1%	113%[activator]	105%[activator]	22*	27	-8%
CC1CCCCN1S(=O)(=O)c1ccc([N+](=O)[O-])cc1 (configuration not stated)
    -3%	?	19%	-4	-4	-26%
COC(=O)c1ccccc1NC(=O)CSc1nnc(-c2ccc(C)cc2)o1
    6%	?	272%[activator]	33*	55*	-2%
O=C(c1cccnc1Nc1ccc2c(c1)CCC2)N1CCOCC1
    0%	·	20%	7	28	4%
O=C(NCc1ccccc1)/C(=C/c1ccco1)NC(=O)c1ccco1
    -7%	-2%	?	-2	-5	1%
CCOc1ccc(-c2nc(C#N)c(N3CCCCCC3)o2)cc1
    -1%	34%[activator]	?	-3	9	-1%
CN(C)/C=N/C(=S)Nc1ccc(Cl)c(Cl)c1
    -8%	-11%	-2%	40*	111*	·
CCCCC(=O)Nc1cccc(NC(=S)NC(C)=O)c1
    -4%	-94%	-8%	-8	-12	-24%
CC(C)n1c(CN(C)c2ccccc2)nc2ccccc21
    -11%	-9%	?	7	-4	-11%
COc1ccc(C(C(=O)NC2CCCCC2)N(C(=O)c2sc(C)nc2C)c2ccccc2)cc1 (configuration not stated)
    1%	?	-24%	6	-6	1%
Cc1sc(NC(=O)CSc2nnc(-c3ccc(F)cc3)o2)c(C#N)c1C
    -22%	9.3µM*	-13%	6	16	-22%
COc1ccc2nc3c(c(-c4ccccc4)c2c1)CCC3
    5%&-3%	?	12%	12	9	0%
CCOc1ccc(S(=O)(=O)Nc2ccncc2)c(C)c1C
    10%	13%	-3%	6	-9	5%
Cc1nn(Cc2cccc(Oc3ccccc3)c2)c(C)c1NC(=O)NC12CC3CC(CC(C3)C1)C2
    0%	37%[activator]	-30%	-6	-17	-3%
Cc1cc(C)cc(NC(=O)C2CCCN2C(=O)Oc2ccccc2)c1 (configuration not stated)
    -2%	-3%	·	-4	-12	-2%
Cc1oc2c(c(C)cc3oc(=O)c(CC(=O)N[C@@H](CCCNC(N)=O)C(=O)O)c(C)c32)c1C
    15%	-17%	55%[activator]	-8	-11	-13%
Cn1c(O)c(N=NC(=O)Cn2c(C(F)(F)F)nc3ccccc32)c2ccccc21
    10%	20%	-8%	-2	-4	-4%
Cc1ccc(CCNC(=O)CNC(=O)c2cccs2)cc1
    5%	25%	23%	5	21	9%
O=C1NCC(c2ccccc2)C1C(=O)N/N=C\c1ccc(-c2cccc(Cl)c2Cl)o1 (configuration not stated)
    2%	·	·	-2	-1	-12%
CC(=O)c1c(N2CCOCC2)nc(=O)n(-c2ccccc2)c1C
    -2%	-2%	·	-5	-6	1%
NCCOc1cnn(-c2ccccc2Cl)c(=O)c1Cl
    2%	-6%	12%	-2	1	3%
CC(C)(C)c1nnc(NC(=O)Cc2ccccc2[N+](=O)[O-])s1
    0%	59%[activator]	-8%	-3	13	5%
COc1cc2c(cc1OC)C(c1c(Cl)cccc1Cl)NC(=O)C2 (configuration not stated)
    2%	-10%	0%	-2	3	6%
CN(Cc1ccccc1F)C(=O)CCCNC(=O)c1ccc(Cl)cc1
    10%	0%	-16%	14	-10	-2%
CC(=O)Nc1nc2ccccc2n1CCOc1ccccc1Cl
    3%	12%	3.7µM*	1	-4	4%
CCOc1nc(NCCC2=CCCCC2)nc(N2CCOCC2)n1
    0%	4%	11%	-2	10	3%
CCOc1cc(N2CCOCC2)c(OCC)cc1NC(=O)CN1C(=O)NC(CC(C)C)C1=O (configuration not stated)
    -1%	?	?	-3	-13	-5%
Cc1cc(-c2csc(NC(=O)c3ccc(S(=O)(=O)N(C)C)cc3)n2)c(C)n1-c1ccccc1
    -6%	10µM*	?	-3	9	-14%
O=C(Nc1ccc(Cl)cc1)Nc1ccc(N2CCCC2)c(S(=O)(=O)Nc2ccccc2Cl)c1
    -1%	?	?	-1	2	5%
COc1ccccc1OCCC(=O)NNC(=O)c1ccccc1F
    ·	-11%	-14%	·	·	-9%
CCOc1ccc(CCNC(=O)C2CCN(S(=O)(=O)N3CCOCC3)CC2)cc1OCC
    ?	?	?	-2	-7	4%
COc1ccc(S(=O)(=O)N(CCc2ccccc2)CC(=O)N/N=C/c2ccc3c(c2)OCO3)cc1
    5%	?	-15%	3	-7	-6%
CC(C)N1CC(C(=O)Nc2cccc([N+](=O)[O-])c2)CC1=O (configuration not stated)
    -1%	-10%	14%	-1	·	-6%
COC(=O)c1ccc(-n2c(C)nc(=O)c(-c3ccccc3)c2C)cc1
    6%	-9%	?	-2	15	-28%
CCCOc1ccc(-c2c(C(=O)N/N=C/c3ccco3)nnn2-c2nonc2N)cc1
    7%	23%	18%	-1	-4	3%
NS(=O)(=O)c1cccc(NC(=O)CC2(CC(=O)O)CCCC2)c1
    4%	48%[activator]	0%	-2	-9	-7%
N#C/C(=C/c1cc(Cl)c(O)c(Cl)c1)C(=O)N1CCCCC1
    2%	?	?	-1	-2	3%
NS(=O)(=O)c1ccc(CNC(=O)c2scc3c2CCCC3)cc1
    -10%	?	-10%	2	-9	0%
COCCNC(=O)c1cc2c(s1)-c1ccc(Cl)cc1SC2
    8%	-28%	139%[activator]	44*	91*	12%
O=C(COC(=O)c1cccc(Cl)c1)Nc1cc(Cl)ccc1Oc1ccccc1
    -4%	20%	4%	4	-3	4%
CCCCNC(=O)C1CCN(c2nc(OC)nc(OC)n2)CC1
    -10%	-25%	-13%	-3	-1	-9%
O=C(O)CCC(=O)N1CCc2c([nH]c3ccccc23)C1C(F)(F)F (configuration not stated)
    16%	12%	2%[0.00184 µM]	-5	-4	-26%
COc1cc(C(=O)NCCCNc2nc3cc(C)cc(C)c3cc2C#N)cc(OC)c1OC
    -4%	116%[activator]	?	-1	-20	3%
COc1ccc(C)cc1NC(=O)CSCc1cc(=O)n2c(C)csc2n1
    ·	13%	-1%	·	·	0%
CCN1C(=NCC(C)C)N[C@@H](CCc2ccccc2)[C@H](C(=O)NCC(C)C)[C@H]1C
    18%&-13%	?	?	-2&1	9&-3	-1%&-19%
CCOC(=O)C1=C(C)Nc2nnnn2C1c1ccc(OC)c(Br)c1 (configuration not stated)
    -23%	12µM*	?	-4	-9	4%
C[C@@H](NC(=O)c1nc[nH]c1C(=O)N[C@@H](CCCCNC(=O)OC(C)(C)C)C(=O)OC(C)(C)C)c1ccccc1
    ?	?	?	6	11	3%
O=C(c1cc2cc(Cl)ccc2[nH]1)N1CCN(c2ccccn2)CC1
    -3%	3%	2%	-3	·	-11%

Single records, from the list above. Values in the order: FBPA Giardia inh, Pf growth 96h, Pf growth 48h, Cycloheximide cs, Shiga inhibitor, Sm TGR inh
NS(=O)(=O)c1cccc(NC(=O)CC2(CC(=O)O)CCCC2)c1 is listed with 4%, 48%[activator], 0%, -2, -9, -7%
C[C@@H](NC(=O)c1nc[nH]c1C(=O)N[C@@H](CCCCNC(=O)OC(C)(C)C)C(=O)OC(C)(C)C)c1ccccc1 is listed with ?, ?, ?, 6, 11, 3%

Following part
Second line of a record: FBPA Giardia inh	Pf growth 96h	Pf growth 48h	Cycloheximide cs	Shiga inhibitor	Sm TGR inh
CCOC(=O)c1c(C)[nH]c(C)c1S(=O)(=O)NCCc1sccc1C
    -1%	15%	8%	7	-2	4%
CCCCN(C(=O)c1c(CC)noc1C)c1c(N)n(CCCC)c(=O)[nH]c1=O
    ·	37%[activator]	3%	·	·	1%
CC(NC(=O)C1CCCC1)c1ccc(Br)cc1 (configuration not stated)
    11%	?	-3%	-2	13	5%
Cc1ccc(/C=N/N2CCN(Cc3ccccc3)CC2)s1
    13%	46%[activator]	45%[activator]	51*	70*	14%
Cc1nc2sc3c(O)cc(=O)[nH]c3c2c(C)c1C
    -1%	-11%	·	-6	-6	3%
O=C(Nc1nnc(SCc2ccc(Cl)cc2)s1)c1cnccn1
    16%	1%	5%	-2	15	-14%
CC(C)OCCCn1c(=S)[nH]c2ncccc2c1=O
    -8%	17%	10%	-2	-13	6%
O=C(O)c1ccccc1C(=O)c1ccc(Oc2ccccc2)cc1
    ?	?	15%	16	20	0%
Cc1ccc(NC(=O)COC(=O)c2cc(Cl)ccc2[N+](=O)[O-])cc1
    6%	5%	9%	-3	-1	-17%
CCS(=O)(=O)N1Cc2ccccc2CC1C(=O)N1CCN(c2ccccc2)CC1 (configuration not stated)
    3%	?	?	-2	14	1%
COc1cc2c(cc1OC)C1O[C@](c3ccsc3)(C2)Oc2cc(C)n(Cc3ccccc3)c(=O)c21
    5%[12.9 µM]	?	?	-2	i	?
CCOc1cc(S(=O)(=O)NCc2ccccn2)c(C)cc1C
    -3%	·	·	3	-6	0%
CCC1CCc2c(sc(NC(=O)CSc3nc(-c4ccco4)cc(C(F)(F)F)n3)c2C#N)C1 (configuration not stated)
    -4%	6%	·	10	23	3%
COCCCNC(=S)NC(=O)c1ccccc1
    0%	34%[activator]	28%	37*	51*	-31%
COc1ccc(NC(=O)N2c3ccccc3C(C)=CC2(C)C)cc1
    -2%	37%[activator][5.75 µM]	-12%[5.75 µM]	20*	38*	-2%
CCOC(=O)NC(NC(=O)OCC)C(=O)c1ccc(F)cc1
    ·	229%[activator]	42%[activator]	17	25	-8%
Cc1csc2nc(CSc3nncn3-c3ccccc3)c(Br)n12
    -3%	·	-1%	-2	-6	?
Cc1ccc(S(=O)(=O)N2CCN(C(=O)CCC(=O)NCc3ccc(F)cc3)CC2)cc1
    7%	-3%	-22%	-5	2	6%
Cc1ccccc1C(=O)O/N=C1\CCS(=O)(=O)c2sccc21
    2%	41%[activator]	149%[activator]	39*	83*	-34%
C#CCSc1ncc(S(=O)(=O)c2ccccc2)c(=O)[nH]1
    -1%	12%	431%[activator]	4	-8	-8%
Cc1ccc(/C=C(\NC(=O)c2ccccc2)C(=O)NCC2CCCO2)o1 (configuration not stated)
    -18%	0%	17%	-1	-5	·
